Screening results from PubChem.
RmlC RmlD mix – mixture blocks RmlC and RmlD coupled enzyme activity | RmlC/RmlD coupled enzyme inhibition, 384-well mixture HTS | inhibition, % at 5.5 µM | 0.39% of 110,000 active; in the data active = inhibition above about 30%, passing the limit was not always enough; note: strong numbers were not always called active
HIV RNase H inh – blocks HIV-1 RNase H cleavage of RNA/DNA duplex; inhibition, % at 10 µM; RT-RNase H RNA/DNA duplex cleavage, fluorescence; 1.9% of 65,000 active; in the data active = inhibition above about 50%
Active calls of the source: *; nt = not tested or not shown. An excerpt; rates above refer to the full screens.

The opening 2 entries as a preview:
Each structure is followed by: HIV RNase H inh	RmlC RmlD mix
- COc1ccc(NC(=O)CN(c2ccc(C)cc2)S(=O)(=O)c2c(C)nn(C)c2C)cc1OC
    -5.2	-9.7
- O=S(=O)(c1ccc(-c2csc(=Nc3ccccc3)n2CCCN2CCOCC2)cc1)N1CCOCC1
    nt	2.1

This part in full, previewed entries included:
Each structure is followed by: HIV RNase H inh	RmlC RmlD mix
- COc1ccc(NC(=O)CN(c2ccc(C)cc2)S(=O)(=O)c2c(C)nn(C)c2C)cc1OC
    -5.2	-9.7
- O=S(=O)(c1ccc(-c2csc(=Nc3ccccc3)n2CCCN2CCOCC2)cc1)N1CCOCC1
    nt	2.1
- COc1ccc(S(=O)(=O)N(CCCN2CCCC2=O)Cc2cc3c(C)cc(C)cc3[nH]c2=O)cc1
    -40.8	14.3
- CCCCNS(=O)(=O)c1ccc2nc(SCC(=O)N3CC(C)OC(C)C3)[nH]c2c1 (centres undefined)
    nt	-15.6
- CC(C)Sc1nc2c(c(=O)n1-c1ccc(F)cc1)SCC2
    -31.6	-5.5
- CC1C[C@@]2(NC(=O)NC2=O)C(C)CN1C (some centres undefined)
    -3.6	6.2
- O=C(CCCN1C(=O)c2cccc3cccc(c23)C1=O)N1CCN(Cc2ccc3c(c2)OCO3)CC1
    nt	13.1
- CC(C)C(=O)N1CCC2(CC1)Oc1ccc(Cl)cc1C(=O)C21CC(c2ccc(Cl)cc2)=NO1 (centres undefined)
    nt	-10.7
- Cc1cccc(-n2c(Cc3cc(=O)[nH]c(=O)[nH]3)nnc2SCC(=O)N2CCCCC2)c1
    -2.8	nt
- COc1ccc(CNC(=O)CCS(=O)(=O)c2cccc3nonc23)cc1
    -12.2	2.2
- CC(C)CCNC(=O)COc1ccc2c(c1)C(=O)CC(C)(C)O2
    nt	3.9
- COc1ccc(N(CC(=O)NC2CCCCC2)S(=O)(=O)c2c(C)[nH]c(=O)[nH]c2=O)cc1
    nt	16.2
- Cn1c(SCC(=O)Nc2ccccc2-c2ccccc2)nnc1-c1ccco1
    -5.7	-12.3
- Brc1ccc(C2Nc3cccc4cccc(c34)N2)o1
    14.1	-14.9
- CC1C(=O)CC(c2ccccc2)NC1c1ccccc1 (centres undefined)
    nt	-10.0
- CCCc1[nH]nc2c1C1(CCOC1C)C(C#N)=C(N)O2 (centres undefined)
    -9.0	-22.4
- O=C(Nc1ccccc1-c1nc2ccccc2[nH]1)c1ccc(S(=O)(=O)N2CCCCC2)cc1
    nt	-6.9
- CC(C)(C)n1nnnc1C(c1cccc(C#N)c1)N1CCN2CCCC2C1 (centres undefined)
    2.1	3.7
- O=C(N1CCOCC1)N1CCN(C(=O)N(c2ccccc2)c2ccccc2)CC1
    -17.4	3.6
- Cc1ccc(-c2cc(NC(=O)CSc3n[nH]c(N)n3)n(-c3ccccc3)n2)cc1
    nt	8.7
- Cc1ccc(S(=O)(=O)Nc2ccc(S(=O)(=O)Nc3ncccn3)cc2)cc1
    5.2	2.5
- Cc1cc(C)n2ncc(C(=O)NCCc3ccccc3)c2n1
    nt	-5.9
- CC(=O)c1c(C)nc(C)nc1NC(=O)Cc1ccccc1
    -1.1	4.0
- CN1C(=O)S/C(=C/c2cccnc2)C1=O
    nt	-9.2
- O=C1c2oc3ccc(Cl)cc3c(=O)c2C(c2ccccn2)N1CCCN1CCOCC1 (centres undefined)
    -1.3	-11.3
- O=C(COc1ccccc1Cl)N1CCN(c2ncccn2)CC1
    -64.0	-6.3
- O=C(Nc1ccc(Cl)cc1F)c1ccc(COc2c(F)c(F)c(F)c(F)c2F)o1
    -9.9	12.4
- CCNC(=O)C1CN(S(=O)(=O)c2ccccc2)CCN1S(=O)(=O)c1ccccc1 (centres undefined)
    -4.4	4.0
- CCn1c(SCc2ccc(C#N)cc2)nnc1-c1ccc(S(=O)(=O)N2CCCCC2)cc1
    1.6	-1.7
- CSc1nc2sc3c(c2c(=O)n1C)CCCC3
    -8.7	4.1
- O=C1CCCN1CCNC(=S)Nc1ccccc1
    nt	8.5
- COC(=O)Cn1cc(C(=O)c2ccco2)c2ccccc21
    -9.2	27.5
- CC(C)Cn1c(N2CCN(C(=O)c3cccs3)CC2)nc2ccccc21
    -16.3	19.9
- Cn1c(=O)c2c(ncn2CC(=O)Nc2ccccc2)n(C)c1=O
    nt	5.5
- Cc1oc(CC(C)C)cc1C(=O)Nc1ccc(C(=O)O)cc1
    -0.1	-11.6
- COc1ccc(C(=O)N2CCCC2)cc1S(=O)(=O)N1CCC(C)CC1
    -5.1	2.8
- Cc1ccc(C(=O)Nc2nc3ccc(S(C)(=O)=O)cc3s2)s1
    -0.9	-70.4
- CCCCC(=O)Oc1ccccc1C1SCc2cc(C)c(C)cc2CS1
    nt	-3.0
- CCCCC1=CC2=C(c3ccco3)C(=O)C(C)(OC(=O)c3ccc(OC)cc3)C(=O)C2=CN1CC1CC1 (centres undefined)
    nt	4.3
- COc1cc(CCC(=O)N2CCN(S(=O)(=O)c3ccc(C)c(C)c3)CC2)cc(OC)c1OC
    -2.2	41.0
- Cc1ccc(S(=O)(=O)c2c(COC(=O)c3ccc(Cl)cc3)c(-c3ccccc3)nn2C)cc1
    nt	-4.8
- CCOc1ccc(NC(=O)c2oc3ccccc3c2NC(=O)C(C)C)cc1
    -10.4	nt
- O=S(=O)(NCCSCc1c(Cl)cccc1Cl)c1ccc2c(c1)OCCO2
    nt	-4.0
- CC1CCCCN1C(=O)c1ccccc1NC(=O)c1ccco1 (centres undefined)
    2.2	4.5
- N/C(=N\OC(=O)C12CC3CC(CC(C3)C1)C2)c1ccccc1
    nt	-7.7
- COc1cc(C2=NOC(C(=O)NCc3cccs3)C2)cc(OC)c1OC (centres undefined)
    nt	40.5
- CC(=O)[C@@H]1[C@@H](C)N(Cc2ccccc2)C(=O)N[C@H]1c1cccc(C(F)(F)F)c1
    nt	9.5
- C/C=C(\C)c1nnc(NC(=O)c2ccco2)s1
    30.0	17.8
- Cc1nc(NC2=NCN(Cc3ccccc3)CN2)nc2ccccc12
    -2.1	nt
- O=C(NCC1CCCO1)c1cccc(N2CCCC2=O)c1 (centres undefined)
    -8.6	1.0
- O=C(c1cccs1)N1CCN(C2CCN(Cc3ccccc3)CC2)CC1
    24.1	-11.4
- CC(=O)C1=C(O)C(=O)N(CCC(=O)O)C1c1cccc(F)c1 (centres undefined)
    -3.1	8.2
- C=CCn1c(SCC(=O)Nc2nc3ccccc3s2)nnc1-c1ccccc1O
    -1.1	5.6
- O=C(Nc1ccc2c(c1)OCO2)c1cnc2n(c1=O)CCS2
    -11.5	11.2
- O=S(=O)(/N=C(/Nc1ccccc1F)c1ccccc1)c1ccccc1
    nt	-4.3
- O=c1[nH]c(SCc2n[nH]c(=S)n2-c2ccccc2)nc2sc3c(c12)CCC3
    nt	-5.2
- O=S1(=O)NC[C@]23C[C@H](c4ccc(F)cc4)[C@@H](C[C@@H]21)O3
    nt	-4.5
- Fc1ccc(Br)cc1/C=N/n1cnnc1
    -16.0	-12.9
- COc1ccc(N=C(C)c2c(O)n(C)c(=O)n(C)c2=O)c(OC)c1
    -12.1	6.6
- Nc1nc(SCc2ccccc2Cl)ns1
    nt	-25.6

A stretch from the list above, as a working copy:
Each structure is followed by: HIV RNase H inh	RmlC RmlD mix
- COc1ccc(C(=O)N2CCCC2)cc1S(=O)(=O)N1CCC(C)CC1
    -5.1	2.8
- Cc1ccc(C(=O)Nc2nc3ccc(S(C)(=O)=O)cc3s2)s1
    -0.9	-70.4
- CCCCC(=O)Oc1ccccc1C1SCc2cc(C)c(C)cc2CS1
    nt	-3.0
- CCCCC1=CC2=C(c3ccco3)C(=O)C(C)(OC(=O)c3ccc(OC)cc3)C(=O)C2=CN1CC1CC1 (centres undefined)
    nt	4.3

Whole records from above. Order of values: HIV RNase H inh	RmlC RmlD mix
`CC(=O)C1=C(O)C(=O)N(CCC(=O)O)C1c1cccc(F)c1` (centres undefined) is entered as -3.1	8.2
`CCNC(=O)C1CN(S(=O)(=O)c2ccccc2)CCN1S(=O)(=O)c1ccccc1` (centres undefined) is entered as -4.4	4.0

More structures
Each structure is followed by: HIV RNase H inh	RmlC RmlD mix
- O=C(O)CSCCn1cccn1
    -4.4	-7.1
- CCOC(=O)c1ccccc1NC(=O)Nc1ccc(OC)c(OC)c1
    -5.8	3.1
- CC(=O)Nc1ccc(S(=O)(=O)NC(C(=O)O)C(C)C)cc1 (centres undefined)
    nt	1.0
- COc1ccc(N=C2C(=O)Nc3ccccc32)cc1
    -1.2	18.7
- Cc1cc(NC(=O)c2cc(-c3ccccc3)on2)no1
    nt	2.3
- O=C(CNC(=O)c1ccccc1F)NC1CC1
    -0.8	-11.8
- Cc1ccc(OCC(=O)Nc2nnn(C)n2)c(C)c1
    -27.0	-12.0
- COC(=O)C1=C(N)Oc2cc(N(C)C)ccc2C1c1ccccc1OC (centres undefined)
    -4.0	4.0
- CCN(CC)S(=O)(=O)c1ccc2c(c1)nc(CCC(=O)Nc1ccccc1Cc1ccccc1)n2CC
    nt	3.2
- CC1CCN(C(=O)c2cc3nc(-c4ccccc4)cc(-c4ccccc4)n3n2)CC1
    nt	-16.0
- N#C/C(=C1\C(=O)Nc2c(Cl)cc(Cl)cc21)c1nnc2n1CCCCC2
    nt	7.9
- O=c1[nH]cnc2[nH]ncc12
    7.6	3.8
- Cn1c(=O)c2c(nc(N3CCCCC3)n2CCSc2nc3ccccc3s2)n(C)c1=O
    -19.6	3.4
- CCNC(=O)CSc1nnc(-c2ccccc2)n1-c1ccc(OCC)cc1
    nt	-8.2
- O=C(Nc1ccccc1)OCCNC(=O)c1cccc(Cl)c1
    nt	6.3
- COc1cccc(C2CC(c3cccc(C)c3)n3ncnc3N2)c1 (centres undefined)
    -15.8	-12.2
- O=C(c1ccco1)N1CCN(C(=O)c2cccc3c2C(=O)N(C2CCCCC2)C3)CC1
    -24.6	nt
- O=C(Cc1c(C(=O)O)[nH]c2ccccc12)NC1CCN(Cc2ccccc2)CC1
    -0.5	nt
- CCOc1ccc(-c2nnc(-c3cccs3)o2)cc1OCC
    -13.2	-7.4
- CCOC(=O)N1CC=C2C(C#N)=C(N)C(C#N)(C#N)[C@H](c3ccsc3)[C@H]2C1
    6.3	-10.9
- CSc1nc(-c2ccco2)nn1S(=O)(=O)c1ccc(C)cc1
    17.8	6.1
- Cc1ccc(NC(=O)C2CCCN(S(=O)(=O)c3cnc[nH]3)C2)cc1C (centres undefined)
    -1.7	-10.0
- COc1ccc(C2=NOC(C)(c3sc(-c4ccc(Cl)cc4)nc3C)C2)cc1 (centres undefined)
    nt	0.9
- COc1ccc(C(c2sc3nc(C)nn3c2O)N2CCN(CCO)CC2)cc1OC (centres undefined)
    -13.3	-7.8
- COc1ccc(CN2CC(C(=O)NCCCN3CCOCC3)CC2=O)cc1 (centres undefined)
    -7.2	-6.0
- Cc1ccc(C(=O)NC2CC3CCC(C2)N3Cc2ccco2)cc1 (centres undefined)
    nt	36.9
- COc1ccc(C(=O)NC(C)(C)C)cc1S(=O)(=O)N1CCCC1
    nt	-12.8
- COc1ccc(N(C(=O)c2ccco2)S(=O)(=O)c2cc(Cl)c(Cl)cc2Cl)cc1
    nt	-10.7
- O=S(=O)(Nc1cccnc1)c1cccc(Cl)c1
    nt	-7.5
- NC(=O)CC(NC(=O)c1ccc(Br)cc1)c1ccc(NCc2ccc(F)cc2)c([N+](=O)[O-])c1 (centres undefined)
    nt	-7.5
- CCOC(=O)CNC(=O)C(CO)NC(=O)OCc1ccccc1 (centres undefined)
    -0.4	-12.1
- C/C(=N\OC(=O)c1cccc(Cl)c1)c1sc(C)nc1C
    nt	9.9
- COc1ccc(CN2CCc3cc(OC)c(OC)cc3C2)cc1O
    nt	-4.9
- CCNc1nc(NC(C)C)nc(N(C#N)Cc2ccccc2)n1
    -21.1	10.9
- Cc1ccc(C)c(S(=O)(=O)N2CCN(CC(=O)Nc3ccc4c(c3)OCCO4)CC2)c1
    nt	-8.4
- CCOc1ccc2nc(NC(=O)Cc3cccs3)sc2c1
    nt	-7.6
- Cc1ccc(NC(=O)CSc2nnc(C3CCCCC3)n2N)cc1F
    9.4	7.0
- CCCN(CCC)CCCNc1ccc2nnc(-c3ccc(F)cc3)n2n1
    nt	-10.9
- CCC(C)NS(=O)(=O)c1ccc(NC(C)=O)cc1 (centres undefined)
    nt	-1.9
- CCCCC(=O)C1CCN(Cc2ccccc2)CC1
    -13.1	-12.4
- O=C(Nc1ccc2c(c1)CCC2)c1cccc(S(=O)(=O)N2CCN(c3ccccc3)CC2)c1
    nt	1.7
- Cc1ccc(N(CC(O)CON=C2c3ccccc3-c3ccccc32)S(C)(=O)=O)cc1 (centres undefined)
    nt	-14.9
- CCOC(=O)C1=C(C)N(CCCCCC(=O)O)C(=O)NC1c1ccccc1Cl (centres undefined)
    nt	-4.7
- Cc1cccc(NC(=O)COc2nsnc2N2CCOCC2)c1
    -5.7	13.7
- Cc1ccccc1-c1nc(CS(=O)CC(=O)N2CCC3(CC2)OCCO3)c(C)o1 (centres undefined)
    -5.1	-5.1
- Cn1c(N)c(C(=O)NCc2ccccc2Cl)sc1=S
    -10.5	5.1
- CCOC(=O)C1(Cc2ccc(O)cc2)NC(c2ccco2)C2C(=O)N(c3ccccc3F)C(=O)C21 (centres undefined)
    4.1	2.2
- OC1(c2cccc(C(F)(F)F)c2)CCN(c2ncnc3c2[nH]c2ccc(F)cc23)CC1
    5.8	nt
- Cc1ccc(C(=O)CSC2=C(C#N)C(c3ccco3)C3=C(CC(C)(C)CC3=O)N2)cc1 (centres undefined)
    27.9	-4.5
- CCC(=O)Nc1c(C)c(CC)nc2ccccc12
    3.8	3.2
- COc1cc(C=O)ccc1OCCCOc1ccccc1C(=O)O
    nt	19.6
- COc1ccc(-c2c(C)nn(Cc3ccccc3)c2N)cc1
    nt	-9.0
- Cc1nc(C)c(C(=O)C2=C(O)C(=O)N(CCN3CCOCC3)C2c2ccco2)s1 (centres undefined)
    2.7	5.8
- O=c1[nH]c(N2CCc3ccccc32)nc2c1CCCC2
    -13.7	7.7

As entered above.
Value for COc1ccc(CN2CCc3cc(OC)c(OC)cc3C2)cc1O in RmlC RmlD mix: -4.9
Value for COc1cc(C=O)ccc1OCCCOc1ccccc1C(=O)O in RmlC RmlD mix: 19.6
Value for C/C(=N\OC(=O)c1cccc(Cl)c1)c1sc(C)nc1C in RmlC RmlD mix: 9.9
